miR122 inh: miR-122 inhibition in Huh7 cells; hit rate 0.3% among 340,000; Huh7 miR-122 Renilla luciferase sensor, 48 h; neutral wells = 0, positive control = 100; AID 602342; activation (reporter increase), % at 12.5 µM;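 active = mean replicate activation score at least 90 and every replicate individually at or above 90; inconclusive = only one of the two criteria met; inactive = neither criterion met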;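 also: higher luciferase means less miR-122 activity so hits act as miR-122 inhibitors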
* hit, by the source's call; ? = inconclusive. Not all compounds are listed, so the mix of outcomes need not match the whole.

nr	smiles	miR122 inh
1	Cc1nn(CCC#N)c(NC(=O)c2ccc(Cl)cc2Cl)c1P(=O)(Nc1ccc([N+](=O)[O-])cc1)N1CCOCC1 (configuration not stated)	-2
2	O=C1CC(CC(=O)N/N=C/c2ccccc2[N+](=O)[O-])=NN1	-2
3	CC(C)(C)Nc1nc(OCC(F)(F)F)nc(OCC(F)(F)F)n1	-3
4	c1ccc2c(c1)nnn2-c1ncnc2sc3c(c12)CCCC3	6
5	CCOc1ccc(C(C)=O)cc1CC(C(N)=O)C(N)=O	-4
6	COC(=O)C(C)(C(=O)OC)c1ccccc1[N+](=O)[O-]	5
7	O=C(CSc1nnc(-c2ccco2)n1CC1CCCO1)c1ccc(F)cc1 (configuration not stated)	-1
8	O=C(CSCCNS(=O)(=O)c1ccccc1)Nc1ccccc1	6
9	Cc1c(C(=O)OC(C)C)sc2nc[nH]c(=O)c12	-4
10	O=C(Nc1cc(C(F)(F)F)ccc1N1CCCCC1)c1ccc(Br)o1	25
11	Cc1nn(C)c(C)c1NC(=O)Nc1cccc(C(F)(F)F)c1	-3
12	COc1ccc2nc(NC(=O)c3ccc(-n4nc(C)cc4C)cc3)sc2c1	2
13	COc1ccc(Cl)cc1NC(=O)CN1C(=O)CSC1=O	0
14	COC(=O)c1ccc(NC2CC(=O)N(c3ccccc3C)C2=O)cc1 (configuration not stated)	-2
15	CCS(=O)(=O)N1Cc2ccccc2CC1C(=O)Nc1nc2c(C)cccc2s1 (configuration not stated)	8
16	CCCn1c(NCc2cccc(OC)c2OC)nc2ccccc21	9
17	CCCCC(=O)c1c(O)c2ccccc2oc1=O	-7
18	CCN(CC)C(=O)c1cn(C)c2ccc(S(=O)(=O)N(CC)CC)cc2c1=O	-1
19	COCCCNC(=O)/C=C/c1ccc(Cl)cc1Cl	10
20	COc1cc(O)c2c(=O)c3c(O)c(O)ccc3oc2c1OC	-9
21	COc1ccc(S(=O)(=O)N2CCN(CC(=O)Nc3cc(C(F)(F)F)ccc3Cl)CC2)cc1	-7
22	Cc1ccc(-n2c(SCC(=O)Nc3ccc4c(c3)OCO4)nnc2-c2ccccn2)cc1	-2
23	O=C(CCCCCN1C(=O)CCC1=O)NCc1ccccc1	-1
24	O=C(Cc1coc(-c2ccc(F)cc2)n1)N1CCOCC1	-6
25	Cc1cc(C)n(-c2nnc3n2N=C(c2c[nH]c4ccccc24)CS3)n1	26
26	O=C(CSc1nc2ccccc2s1)NNC(=S)Nc1ccc(Br)cc1	0
27	Nn1c(SCC(=O)NC2CCCCC2)nnc1C1CC1	-9
28	CCOc1ccc(Br)cc1-c1noc(-c2cccs2)n1	7
29	N=c1c(C(=O)NCc2ccc(F)cc2)cc2c(=O)n3ccccc3nc2n1CC1CCCO1 (configuration not stated)	3
30	O=C(CN1CCN(Cc2ccc3c(c2)OCO3)CC1)c1c[nH]c2ccccc12	-1

(continued)
nr	smiles	miR122 inh
31	CC(C)C(=O)Nc1ccc(NC(=O)c2ccco2)cn1	-1
32	O=c1[nH]c(=O)n(CCc2ccc(F)cc2)c(O)c1C=NCc1ccc2c(c1)OCO2	-5
33	CC(=O)NCCNC(=O)[C@H](Cc1ccccc1)NC(=O)c1cccs1	-15
34	O=C(Nc1nnc(CCc2ccccc2)s1)C1CCCO1 (configuration not stated)	2
35	O=C(CSc1nnc(CNc2ccccc2)o1)N1CCCc2ccccc21	-5
36	O=C(COC(=O)c1ccccc1Nc1ccccc1)NCc1ccco1	25
37	O=S(=O)(Nc1ccc(N2CCOCC2)cc1)c1ccccc1	7
38	Cc1ccccc1N1CCN(Cc2c(C#N)c3ccccc3n2C)CC1	-6
39	CC(C)COc1ccc(C(=O)OC2CC(C)(C)OCC2CN(C)C)cc1 (configuration not stated)	-6
40	Cc1ccc(SCCC(=O)OCC(=O)Nc2ncc(Cl)cc2Cl)cc1	-1
41	CCCC(=O)Nc1ccc(NC(=O)c2cccc(OC)c2)nc1	-2
42	CCOc1ccc(NC(=O)CSc2n[nH]c(=O)n2-c2ccccc2)cc1	-2
43	COc1ccc(-c2nnc(SCc3nnc(-c4ccc(Cl)cc4)o3)n2-c2ccccc2)cc1	-2
44	COc1ccc(C(=O)CN2C(=O)NC3(CCCc4ccccc43)C2=O)cc1OC (configuration not stated)	60
45	Cc1cc(C(=O)Nc2nnc(-c3ccccc3)s2)no1	-5
46	CCOC(=O)Cn1c(=O)c2c(nc(N3CCCCC3)n2C)n(C)c1=O	4
47	CSc1nnc(C)c(/C=C/Nc2ccc(Cl)cc2)n1	5
48	COc1cc2c(cc1OC)-c1cc(OCc3cccnc3)nc(=O)n1CC2	-9
49	COc1ccc(C(=O)Nc2cc(C)ccc2NC(=O)COc2ccccc2)cc1	-2
50	CCc1ccc(N/C(SCc2ccccc2C)=C(/C#N)C(=O)NCc2ccco2)cc1	-5
51	Cc1cccc(-n2ncc3c(NCc4ccccn4)ncnc32)c1	-2
52	O=C(OC1CCOC1=O)c1ccc2ncsc2c1 (configuration not stated)	-2
53	Cc1ccc(NS(=O)(=O)c2cc(OCC(N)=O)c(C)cc2Cl)cc1C	?
54	Cc1ccc(CNC(=O)C(=O)NCC2CCCO2)cc1 (configuration not stated)	-1
55	Cc1ccc(O)c(C2=Nc3ccccc3N=C(c3ccc([N+](=O)[O-])cc3)C2)c1	1
56	Cc1ccc(-n2nc3cc(Cl)c(NC(=O)c4ccco4)cc3n2)cc1	-1
57	COc1ccc2cc(S(=O)(=O)N3CCCCC3)ccc2c1S(=O)(=O)N1CCCCC1	14
58	COc1ccc(C(=O)N[C@H](C(=O)Nc2nc3c(s2)CCCC3)C(C)C)cc1	3
59	CC(=O)OC1CC(C)(C)N(OC(=O)c2ccc(N)cc2)C(C)(C)C1	-9
60	CC(CCc1ccccc1)NC(=O)c1ccc(C(=O)NC(C)CCc2ccccc2)cc1 (configuration not stated)	0

Compounds listed so far containing a furan ring, fused or not, in the order listed:
nr	smiles	miR122 inh
7	O=C(CSc1nnc(-c2ccco2)n1CC1CCCO1)c1ccc(F)cc1 (configuration not stated)	-1
10	O=C(Nc1cc(C(F)(F)F)ccc1N1CCCCC1)c1ccc(Br)o1	25
31	CC(C)C(=O)Nc1ccc(NC(=O)c2ccco2)cn1	-1
36	O=C(COC(=O)c1ccccc1Nc1ccccc1)NCc1ccco1	25
50	CCc1ccc(N/C(SCc2ccccc2C)=C(/C#N)C(=O)NCc2ccco2)cc1	-5
56	Cc1ccc(-n2nc3cc(Cl)c(NC(=O)c4ccco4)cc3n2)cc1	-1

Next part
nr	smiles	miR122 inh
61	COc1ccc(CC(=O)N2CCCc3ccccc32)cc1	8
62	CCC1(CC)Cc2ccccc2-c2nc(-c3ccccc3)oc(=O)c21	-4
63	Nc1nonc1OCCc1ccccc1	-6
64	Cc1cc(C)nc(NC(=O)CCCC(=O)O)c1	5
65	NC(=O)CSCc1ccc(Br)cc1	1
66	CCC1CCc2[nH]nc(C(=O)O)c2C1 (configuration not stated)	-2
67	O=C(NNC(=S)Nc1cccc2ccccc12)c1cccc(Br)c1	19
68	COc1cccc(C2C3=C(N=C4SCC(=O)N42)c2ccccc2CC3)c1OC (configuration not stated)	-2
69	CCc1nnc(NC(=O)C(C)N2C(=O)C3C4C=CC(C4)C3C2=O)s1 (configuration not stated)	-4
70	CC1(C)Cc2ccccc2-c2nnc(SCC(=O)Nc3ccc4c(c3)OCO4)n21	-1
71	COc1cc(-c2noc(CCCC(=O)NC3CCCCC3)n2)cc(OC)c1OC	2
72	CCN1CCN(c2cc(C)c3cc(NC(=O)c4ccc(Br)o4)ccc3n2)CC1	-1
73	COc1cc(CC(=O)N2CCc3ccccc32)cc(OC)c1OC	4
74	Cc1ccc(-n2nc(C)c(C(C)(O)C(F)(F)F)c2N)cc1 (configuration not stated)	-6
75	O=C(CSc1nc2ccccc2c(=O)n1-c1ccccc1)N1CCN(CCO)CC1	-1
76	CN(C)c1nc(OCCNC(=O)Nc2ccccc2)nc(N(C)C)n1	-1
77	COCCn1nnnc1CN1CCC(NC(=O)Nc2cccc(OC)c2)CC1	-5
78	O=c1c2cnn(-c3ccccc3)c2nnn1Cc1ccccn1	3
79	CSC(=NS(=O)(=O)c1ccc(C)cc1)SC	1
80	CCOc1ccc(OCC)c(NC(=O)C2CCN(S(=O)(=O)c3c(C)noc3C)CC2)c1	-4
81	Cc1nc2c(oc3ccccc32)c(=O)o1	0
82	O=C(c1cccs1)N1CCN(c2ncccn2)CC1	-4
83	COc1ccc(C(NC(=O)C(C)C)c2c(O)ccc3ccccc23)cc1OC (configuration not stated)	-5
84	CSCCC(NS(=O)(=O)c1ccc(Cl)cc1)C(=O)OCC(=O)NC1CCCCC1 (configuration not stated)	-1
85	COCCN(CC(=O)NCC1CCCO1)C(=O)CCC(=O)Nc1cc(C)ccn1 (configuration not stated)	-2
86	Cc1cc(C)cc(OCC(=O)OCC(=O)NCc2ccco2)c1	0
87	CC(C)(C)c1ccc(-c2nnc3sc(-c4ccncc4)nn23)cc1	1
88	Cc1cc(C(=O)NC(C)c2ccncc2)cs1 (configuration not stated)	-5
89	O=C(CCC(=O)c1cccs1)c1cccs1	-5
90	COc1ccc(-n2nc(C(=O)Nc3ccc4c(c3)OCO4)c3ccccc3c2=O)c(OC)c1	-14

Other records follow.
nr	smiles	miR122 inh
91	CC(=O)Nc1ccc(N2C(=O)CC(N3CCN(Cc4ccc5c(c4)OCO5)CC3)C2=O)cc1 (configuration not stated)	-5
92	O=C(O)c1cccc(-c2ccc(/C=N/NC(=O)c3cccnc3)o2)c1	0
93	Cc1cccn2cc(-c3ccc(S(=O)(=O)N4CCOCC4)cc3)nc12	-4
94	COC(=O)c1cc2c(C)cc3ccc(C)cn3c-2c1C(=O)OC	24
95	COc1ccc(C(=O)Nc2cc(OCc3ccccc3)c(Cl)cc2Cl)cc1	-1
96	O=C(CCN1C(=O)/C(=C\c2ccccc2Cl)SC1=S)N1CCN(c2ccccc2)CC1	-6
97	COc1ccc(-n2ncc3c(NCCCN4CCOCC4)ncnc32)cc1	0
98	CC(C)n1c(-c2cccs2)nc2ccccc21	0
99	CN(c1ccccc1C(=O)N1CCN(c2ccccc2)CC1)S(C)(=O)=O	-14
100	O=C(NCCC1=CCCCC1)c1cnc2n(c1=O)CCS2	-5
101	COc1cccc(CNc2ccc(S(=O)(=O)Nc3nccs3)cc2)c1O	52
102	COc1cc(/C=C(\NC(=O)c2ccccc2)C(=O)Nc2cccc(O)c2)c([N+](=O)[O-])cc1OC	2
103	CC(C)n1c(NCc2ccc(N(C)C)cc2)nc2ccccc21	1
104	CCOC(=O)C(C)C(C)=O (configuration not stated)	1
105	Cc1cccc2sc(N(CCCN(C)C)C(=O)CCc3ccccc3)nc12	-10
106	CCCCOc1ccc(C(=O)Nc2ccc(N3CCN(C(C)=O)CC3)cc2)cc1	6
107	Cn1c2ccccc2c2c(C(=O)NCCCN3CCCC3=O)cn(C3CCCCC3)c(=O)c21	0
108	CCOC(=O)C1=C(C)N(C)C(C)=C(C(=O)OCC)C1c1ccncc1	-11
109	CC(C)(C)NC(=O)NC(=O)COC(=O)C1CC(=O)N(Cc2ccccc2)C1 (configuration not stated)	-11
110	COc1ccc(NC(=O)C(=O)NCCC2=CCCCC2)c(OC)c1	6
111	Cc1ccc(-n2c(C)cc(/C=N/NC(=O)CC3(C)OCCO3)c2C)c(C)c1	1
112	N#Cc1c(-c2cccnc2)c2c([nH]c1=S)CCCC2	4
113	CCn1c(CCNC(=O)c2ccc(OC)cc2)nnc1SCc1ccc(Cl)c(Cl)c1	-1
114	CCOc1ccc(S(=O)(=O)N(C)c2ccc(OCC(=O)OCc3c(C)noc3C)cc2)cc1	-6
115	Cc1cccc(C(=O)Nc2cccc(C(=O)Nc3cc(C)ccn3)c2)c1	-1
116	Nc1nc(SCC(=O)Nc2ccccc2-c2ccccc2)n[nH]1	-5
117	C=CCSc1nnc(NC(=O)CSc2nc3ccccc3[nH]2)s1	-1
118	Cc1ccc(NC(=O)CC(NCCN2CCOCC2)C(=O)O)cc1Cl (configuration not stated)	-10
119	COc1cc2c(C(=O)N3CCN(c4ccccc4C)CC3)c(C)oc2cc1Br	-7
120	Cc1cccc(CC2S/C(=N/c3ccccn3)NC2=O)c1 (configuration not stated)	4

The list goes on.
nr	smiles	miR122 inh
121	CC(C)C(=O)NC(=S)Nc1nnn(C)n1	0
122	CCOc1cc(C)c(Cl)cc1S(=O)(=O)n1nnc2ccccc21	-14
123	CCOc1ccccc1-n1c(SCC(=O)N(CC)CC)nnc1-c1ccccn1	-6
124	Brc1ccccc1-c1nnc(CSc2nnc3sc4ccccc4n23)o1	2
125	CCOc1ccc(OCCCCN2CCCC2)cc1	-1
126	CCOc1cc(S(=O)(=O)Nc2ccc(Cl)cn2)ccc1Cl	7
127	CC1CC(Nc2ccccc2)=CC(=O)O1 (configuration not stated)	-5
128	C=CCNc1oc(-c2cccs2)nc1C#N	-1
129	COCC(=O)c1[nH]c2ccccc2c1C	8
130	FC(F)C(F)(F)C1=CC(c2cccs2)=NCCN1	-3
131	Cc1nn(C)cc1C=NCCOCc1ccccc1	-5
132	O=c1sc(Nc2ccccc2)nc2ccsc12	-15
133	Cc1sc(NC(=O)c2ccco2)nc1-c1ccccc1	50
134	COc1ccc(OC)c(NC(=S)NCCCN2CCOCC2)c1	-11
135	O=C(c1cc2cc(Cl)ccc2oc1=O)N1CCCC1	-2
136	O=C(CSC1CCCCC1)Nc1nccs1	1
137	Nc1nc2ccc(C(=O)NC3CCCCC3)cc2s1	8
138	CC(c1ccccc1)n1cc(C(=O)NCC2CCCO2)nn1 (configuration not stated)	9
139	CC(C)C(=O)N1CCC1(C)C(=O)Nc1ccc2[nH]ccc2c1 (configuration not stated)	-2
140	COc1ccc(N(C(=O)COc2ccccc2OC)S(=O)(=O)c2ccc(C)cc2)cc1	21
141	O=C(c1ccc(CNS(=O)(=O)c2ccccc2)cc1)N1CCN(c2ccccn2)CC1	2

Given with values ahead of the structure: part of the list above.
no.	miR122 inh	canonical_smiles
125	-1	CCOc1ccc(OCCCCN2CCCC2)cc1
138	9	CC(c1ccccc1)n1cc(C(=O)NCC2CCCO2)nn1 (configuration not stated)
122	-14	CCOc1cc(C)c(Cl)cc1S(=O)(=O)n1nnc2ccccc21

Compound activity as filed in PubChem BioAssay.
